# Source: PubChem (Broad Institute)
# ERAP1 inh – inhibitors of human ERAP1 aminopeptidase; inhibition, % at 10.7 µM; recombinant ERAP1, Leu-AMC fluorescence, 60 min; AID 652197; Q9NZ08; actives 0.15% (n = 340,000);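 active = mean replicate inhibition of at least 30%, or all replicates individually reaching that 30% level; inactive = mean below 30% and not every replicate reaching it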;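 also: 0% = neutral control wells and 100% = L-leucinethiol positive control wells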
# Target sequence (Q9NZ08 whole entry, looked up): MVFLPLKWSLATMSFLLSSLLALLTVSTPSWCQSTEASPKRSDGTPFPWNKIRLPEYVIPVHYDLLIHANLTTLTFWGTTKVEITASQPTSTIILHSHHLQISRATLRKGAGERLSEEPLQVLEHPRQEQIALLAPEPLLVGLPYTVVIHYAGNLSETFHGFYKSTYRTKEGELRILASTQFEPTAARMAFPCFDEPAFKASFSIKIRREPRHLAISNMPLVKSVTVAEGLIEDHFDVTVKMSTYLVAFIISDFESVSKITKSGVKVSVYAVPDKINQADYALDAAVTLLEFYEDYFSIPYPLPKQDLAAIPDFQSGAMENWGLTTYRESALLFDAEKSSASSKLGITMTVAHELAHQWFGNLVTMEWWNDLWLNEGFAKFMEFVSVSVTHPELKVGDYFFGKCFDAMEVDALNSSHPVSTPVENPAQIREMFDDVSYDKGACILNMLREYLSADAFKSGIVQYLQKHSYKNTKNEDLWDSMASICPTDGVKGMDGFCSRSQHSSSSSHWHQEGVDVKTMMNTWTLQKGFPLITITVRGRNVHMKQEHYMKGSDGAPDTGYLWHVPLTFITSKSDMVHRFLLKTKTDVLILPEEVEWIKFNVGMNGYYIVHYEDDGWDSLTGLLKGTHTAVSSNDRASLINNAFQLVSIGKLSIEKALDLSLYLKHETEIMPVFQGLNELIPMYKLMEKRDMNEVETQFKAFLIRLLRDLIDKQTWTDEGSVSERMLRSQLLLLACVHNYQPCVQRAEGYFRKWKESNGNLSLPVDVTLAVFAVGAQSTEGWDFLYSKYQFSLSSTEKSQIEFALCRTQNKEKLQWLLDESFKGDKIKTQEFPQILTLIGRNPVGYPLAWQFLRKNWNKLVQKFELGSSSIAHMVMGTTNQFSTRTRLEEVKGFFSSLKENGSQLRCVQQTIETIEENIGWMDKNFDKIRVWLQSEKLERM
# Cneo AK release – causes C. neoformans cell lysis; lysis activity, % at 15 µM; AID 651654; adenylate kinase release luminescence, 4 h; normalised: neutral wells 0, clomiphene wells 100; actives 0.2% (n = 360,000);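 active = mean lysis activity across replicates of at least 80%, whatever share of replicates individually reach that level; inactive = mean lysis activity below 80%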
#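 Material: C. neoformans cells; Schedule: 4 h static compound exposure, 37 °C, read 1 h post-reagent; Measured by: adenylate kinase release luminescence; Read-out: signal increase indicating cell lysis; Controls: Clomiphene as positive lysis control.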
# RAD52 inh – blocks human RAD52 DNA annealing; recombinant RAD52 DNA annealing, FRET fluorescence; actives 0.46% (n = 360,000); AID 651710; inhibition, % at 18.7 µM;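 active = every replicate showing at least 50% inhibition; inconclusive = mean inhibition at least 50% but not in every replicate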
# PglD DTNB – PglD (C. jejuni) enzyme inhibition | actives 0.098% (n = 360,000) | AID 602405 | inhibition, % at 12.5 µM | purified PglD enzyme, DTNB colorimetric CoA detection; in the data active = inhibition above about 16%, passing the limit was not always enough; inconclusive = no clear call, values can overlap the other calls; also: strong numbers were not always called active
# E-selectin induc – induces E-selectin expression in human endothelial cells | P16581 | HUVEC E-selectin immunofluorescence imaging; normalized: neutral wells 0, TNF-alpha wells 100 | activation, % at 7.58 µM | actives 0.37% (n = 260,000) | AID 686992;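 active = mean E-selectin-positive cell signal at least 10% of the positive control, reached in at least 60% of replicates, without over 20% cell loss; inconclusive = no rule given, readout overlaps actives, possibly toxicity-flagged; inactive = the rest, including those meeting only one limit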;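 also: in these data hits start at about 27%; measured in HUVEC primary endothelial cells; signal is the percent of cells scored E-selectin positive by PE staining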
#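 Read-out basis: % PE-positive cells; Test system: HUVEC primary endothelial cells; Technique: immunofluorescence imaging; Dosing: single-point compound dose.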
# miR-122 sensor – inhibitors of miR-122 in Huh7 cells | Huh7 miR-122 Renilla luciferase sensor, 48 h; neutral wells = 0, positive control = 100 | activation (reporter increase), % at 12.5 µM | actives 0.3% (n = 340,000);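 active = mean replicate activation score at least 90 and every replicate individually at or above 90; inconclusive = only one of the two criteria met; inactive = neither criterion met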;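 also: higher luciferase means less miR-122 activity so hits act as miR-122 inhibitors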
# RAD54 branch – inhibitors of human RAD54 branch migration. Q92698. actives 0.14% (n = 360,000). AID 602329. RAD54 Holliday junction branch migration, FAM/BHQ fluorescence. inhibition, % at 10.4 µM;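 active = mean normalized replicate activity at least 40 and at least half of replicates scoring 40 or more; inconclusive = only one of the two criteria met; inactive = mean below 40 and under half of replicates reaching 40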;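 also: 0% = median of neutral control wells and 100% = median of positive control wells; inhibitors cause a drop in the FAM fluorescence signal; in these data hits start at about 50%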
# PGC1a acetyl inh – modulators of PGC1a acetylation. U2OS PGC1a acetylation, AlphaScreen anti-acetyl-lysine; with virally co-expressed GCN5 acetyltransferase. inhibition, % at 15.6 µM. actives 0.17% (n = 350,000). AID 651687;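 active = every replicate shows inhibition of at least 40%; inconclusive = mean inhibition at least 40% but some replicate below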;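 also: 0% = neutral control wells and 100% = positive control wells; some results beyond the cut were filed as inactive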
# * = called active by the depositor; ? = inconclusive; . = no result given; [ ] = dose if it differs, or a comment.
canonical_smiles	ERAP1 inh	Cneo AK release	RAD52 inh	PglD DTNB	E-selectin induc	miR-122 sensor	RAD54 branch	PGC1a acetyl inh
O=C(CSc1ccccc1)NCc1ccccc1	1	-10	-1	-1	.	-2	4	-6
CCSc1nnc(NC(=O)Cn2cnc3c2c(=O)n(C)c(=O)n3C)s1	-1	.	13	.	4.6	.	.	5
C[C@H](O)C#Cc1ccc2c(c1)O[C@H](CN(C)C(=O)Cc1ccccn1)[C@H](C)CN([C@@H](C)CO)S2(=O)=O	3	-7	6	2	0.8	13[16.7 µM]	2	-10
C/C=C/c1ccc([C@H]2[C@@H](CO)N3CCCCN(S(=O)(=O)c4cccc(C)c4)C[C@@H]23)cc1	-1	5	7	10	0.2	-2[16.7 µM]	-11	0
CN1C[C@@H]2[C@@H]3C(=O)N(Cc4ccccc4)C(=O)[C@@H]3[C@](C)(C1=O)N2C(=O)c1ccc(Br)cc1	-3	0	-19	-1	0.1	-8	-4	.
CN1CC(=O)N(CCOc2ccccc2)C1=O	4	-1	-11	1	.	0	-5	-2
CC(=O)Nc1ccc(C)c(NC(=S)Nc2ccc(F)cc2)c1	.	0	-18	3	0.0	7	3	-10
Cc1ccc(CSc2nc3sc(C)c(C)c3c(=O)n2Cc2ccco2)cc1	.	-7	.	1	.	-2	0	-35
O=C(Nc1ccc2c(c1)OCCO2)NC1CCCCC1	.	-7	.	10	.	-2	-2	8
Cc1c(C)c2ccc(OC(C)C(=O)NC3CC(C)(C)NC(C)(C)C3)cc2oc1=O (stereo not given)	-4	1	-12	-1	.	2	-4	11
COCOc1cccc(CN2CCC2(C)C(=O)Nc2cc(OC)ccc2OC)c1 (stereo not given)	-1	-1	-7	-2	-0.3	1	0	-32
CC(=O)Nc1cccc(N2C(=O)CC(Cc3ccccc3)C2=O)c1 (stereo not given)	.	0	.	-4	.	0	3	-2
COc1ccccc1S(=O)(=O)N1CC[C@@H]2[C@H]1c1cc(Br)ccc1N[C@@H]2CO	.	-15	.	-2	?	0[16.7 µM]	-11	1
CCCNC(=O)Nc1ccc2c(c1)C(=O)N(C)[C@@H]1CC[C@@H](CC(=O)O)O[C@@H]1CO2	.	-4	.	0	0.0	0[16.7 µM]	-7	-9
COc1cc(C2C(C#N)=C(C)NC3=C2C(=O)CC(C)(C)C3)cc(OC)c1O (stereo not given)	2	1	1	-1	.	.	-14	.
Cc1cc(C(=O)N2CCN(c3ccccc3)CC2)no1	-3	1	-11	1	.	14	-1	5
COc1ccc(C(=O)N(CCCO)C(C)C(=O)NC2CCCCC2)cc1OC (stereo not given)	.	0	.	-6	.	-15	11	.
Cc1csc(NC(=O)c2cc3ccccc3o2)n1	0	-5	-7	10	1.0	8	1	9
C[C@@H]1CN([C@H](C)CO)C(=O)c2cccc(NC(=O)c3ccc(-c4nccs4)cc3)c2O[C@@H]1CN(C)Cc1ccc(C(F)(F)F)cc1	-1	2	-1	-4	-2.0	-1[16.7 µM]	6	-16
COc1cc(NC(=O)C(C)Oc2ccccc2)ccc1NC(=O)COc1ccccc1 (stereo not given)	1	-3	-1	0	-0.5	1	0	0
CC1=C(c2ccc(C(C)C)cc2)S(=O)(=O)N=C1N1CCN(C(=O)c2ccco2)CC1	-2	-1	-3	3	.	-6	9	-15
CCC(C)(C)n1nnnc1C(c1ccc(C)cc1)N1CCCC1 (stereo not given)	-3	-1	7	-3	.	5	-13	-11
C[C@@H]1CN([C@H](C)CO)C(=O)c2cc(NC(=O)NC3CCCCC3)ccc2O[C@@H](C)CCCCO[C@@H]1CN(C)CC1CCCCC1	.	2	.	-2	-0.2	-7[16.7 µM]	3	1
COc1ccc(S(=O)(=O)N2CC(O)CC2C(=O)OCC(=O)Nc2ccc(Cl)cn2)cc1 (stereo not given)	.	-1	.	4	.	1	0	-1
COc1cccc2c1OCC(C(=O)O)C2 (stereo not given)	3	0	-20	6	.	-3	0	25
Cn1c(=O)c2c(nc(NC3CCCC3)n2C)n(C)c1=O	2	-1	-4	-3	.	3	-13	11
CC(C)Cc1nc(SCC(=O)N2CCOCC2)c2c(=O)n(C)c(=O)n(C)c2n1	3	-10	-7	6	-0.2	.	-6	.
CC(=O)CN1C(=O)NC(c2ccccc2)(c2ccccc2)C1=O	5	-10	-2	-5	-0.1	-2	7	.
O=C(Nc1ccc(F)c(Cl)c1)c1cncs1	2	2	-12	-1	0.2	.	-3	.
COc1ccc(NC(=O)CCN2C(=O)c3ccccc3S2(=O)=O)cc1	.	-1	.	-1	.	-1	-2	11
O=C(CN1CCN(C2CCS(=O)(=O)C2)CC1)N1N=C(c2ccc(Cl)cc2)CC1c1ccco1 (stereo not given)	2	-2	-22	6	0.1	-6	-9	2
COCC(=O)Nc1ccc2c(c1)C(=O)N(C)C[C@@H](OC)[C@H](C)CN(Cc1ccccn1)[C@H](C)CO2	-3	-3	-12	1	-0.1	.	-4	-3
CN(C(=O)c1ccc(NC(=O)Cc2ccc(NC(=O)C3CCCN(C(=O)C4CCC4)C3)cc2)cc1)C1CC1 (stereo not given)	1	-3	-16	-1	-0.4	0	6	-8
O=C(N[C@@H]1C=C[C@H](CC(=O)N2CCc3ccccc3C2)O[C@@H]1CO)C1CC1	3	.	1	.	-0.1	.	.	-1
COc1cc(-c2nnc(SCc3cc(=O)oc4cc(O)c(O)cc34)o2)cc(OC)c1OC	.	7	.	-2	.	-6	4	3
O=C(CC1C(=O)NCCN1Cc1ccc(Cl)c(F)c1)NCCc1cccnc1 (stereo not given)	6	2	-22	1	0.0	1	-6	3
CCc1nnc(NC(=O)c2ccc(S(=O)(=O)N3CCCCCC3)cc2)s1	.	1	.	-5	.	-12	-6	7
C[C@H]1CN([C@@H](C)CO)C(=O)c2c(c3ccccc3n2C)-c2ccccc2CO[C@H]1CN(C)S(=O)(=O)c1ccccc1	-2	-3	16	3	0.0	.	-16	4
Cc1cccc(S(=O)(=O)N2C[C@@H]3[C@H](c4ccccc42)[C@H](CO)N3Cc2cccnc2)c1	-2	2	-14	-1	-0.4	-20[16.7 µM]	4	-2
COc1ccc(CNC(=O)CCCn2nc(C)c3c(C)n(-c4ccc(C)cc4)nc3c2=O)cc1	-2	1	-4	-3	-0.3	0	2	-8

# Given as labelled records: part of the list above.
> Cc1cc(C(=O)N2CCN(c3ccccc3)CC2)no1
  ERAP1 inh: -3; Cneo AK release: 1; RAD52 inh: -11; PglD DTNB: 1; E-selectin induc: .; miR-122 sensor: 14; RAD54 branch: -1; PGC1a acetyl inh: 5

> C[C@@H]1CN([C@H](C)CO)C(=O)c2cc(NC(=O)NC3CCCCC3)ccc2O[C@@H](C)CCCCO[C@@H]1CN(C)CC1CCCCC1
  ERAP1 inh: .; Cneo AK release: 2; RAD52 inh: .; PglD DTNB: -2; E-selectin induc: -0.2; miR-122 sensor: -7[16.7 µM]; RAD54 branch: 3; PGC1a acetyl inh: 1

> COc1ccccc1S(=O)(=O)N1CC[C@@H]2[C@H]1c1cc(Br)ccc1N[C@@H]2CO
  ERAP1 inh: .; Cneo AK release: -15; RAD52 inh: .; PglD DTNB: -2; E-selectin induc: ?; miR-122 sensor: 0[16.7 µM]; RAD54 branch: -11; PGC1a acetyl inh: 1

# Carrying on.
canonical_smiles	ERAP1 inh	Cneo AK release	RAD52 inh	PglD DTNB	E-selectin induc	miR-122 sensor	RAD54 branch	PGC1a acetyl inh
O=C(C[C@@H]1CC[C@@H]2[C@H](COC[C@H](O)CN2C(=O)c2cnccn2)O1)NCc1ccc(F)cc1	.	50	.	-2	-0.1	1[16.7 µM]	4	13
CC(C)Cc1ccc(/C(=N/O)C(=O)O)s1	.	1	.	-10	.	-1	-6	-1
O=C(Nc1nnc(SCCN2CCOCC2)s1)C1CC(=O)N(c2ccccc2)C1 (stereo not given)	-4	3	-17	-2	-0.3	7	-2	.
C[C@H](CO)N1C[C@H](C)[C@H](CN(C)S(=O)(=O)c2ccc(F)cc2)Oc2ccc(NC(=O)Nc3ccc4c(c3)OCO4)cc2CC1=O	5	.	1	.	-15	57[16.7 µM]	.	1
COCCNC(=O)C(OC(=O)c1ccco1)c1ccccc1OC (stereo not given)	.	4	.	-4	.	-5	-26	22
CCOc1ccccc1-c1nc(C(N)=O)c2[nH]c(=O)n(-c3ccccc3)c2n1	.	0	.	-3	.	-3	-4	-18
COc1ccc(OCC(O)CNC2CCCC2)cc1 (stereo not given)	-1	-1	-6	-3	.	4	-9	1
Cc1cc(C(=O)NCc2ccc(F)cc2)n(-c2ccccc2)n1	-4	.	-16	.	4.5	-1	.	.
CC(=O)Cc1nsc(Nc2ccccc2)n1	.	0	.	0	.	2	-17	7
COc1ccc(CCNC(=O)COc2ccc(N(C)S(=O)(=O)c3ccc(C)cc3)cc2)cc1	.	1	-9	-5	14	-1	4	-19
COc1ccc(NC(=O)CNC(=O)c2ccc([N+](=O)[O-])cc2)cc1	.	-7	-5	-5	0.3	-6	-12	1
CCOC(=O)C1=C(COC(=O)c2ccc(Br)c(S(=O)(=O)N3CCOCC3)c2)NC(=O)NC1C (stereo not given)	0	0	-20	2	-0.6	3	0	-5
COc1ccc(S(=O)(=O)N(C)C[C@H]2OCCCC[C@@H](C)Oc3ccc(NS(C)(=O)=O)cc3C(=O)N([C@@H](C)CO)C[C@@H]2C)cc1	0	3	-2	-1	0.3	15[16.7 µM]	7	-25
COc1ccc(/C=C2\SC(=S)N(CCC(=O)NCCc3ccc(O)cc3)C2=O)cc1	2	-2	-19	-4	.	1	-8	3
CCS(=O)(=O)N1CCN(c2ccnc3cc(Cl)ccc23)CC1	0	1	5	2	6.4	3	-4	24
O=C(NCCNS(=O)(=O)c1ccccc1)c1cc(OCC(F)(F)F)ccc1OCC(F)(F)F	.	-1	.	0	.	12	0	-16
CCC(C(=O)NCC1CCCO1)n1nc(C)c2sc3ccccc3c2c1=O (stereo not given)	0	0	-23	0	.	3	-13	-6
OC(c1ccc(Cl)c(Cl)c1)c1ncc(-c2ccccc2Cl)[nH]1 (stereo not given)	0	2	-19	-2	0.0	63	-1	-16
Cc1ccc(Cl)cc1NC(=O)C1CCCN(S(=O)(=O)c2c(C)noc2C)C1 (stereo not given)	.	0	.	1	.	-8	-9	8
CCc1ccccc1NC(=O)Nn1cnnc1	-1	0	-12	-3	5.9	6	-2	3

# A stretch of the results above:
canonical_smiles	ERAP1 inh	Cneo AK release	RAD52 inh	PglD DTNB	E-selectin induc	miR-122 sensor	RAD54 branch	PGC1a acetyl inh
COCCNC(=O)C(OC(=O)c1ccco1)c1ccccc1OC (stereo not given)	.	4	.	-4	.	-5	-26	22
CCOc1ccccc1-c1nc(C(N)=O)c2[nH]c(=O)n(-c3ccccc3)c2n1	.	0	.	-3	.	-3	-4	-18
COc1ccc(OCC(O)CNC2CCCC2)cc1 (stereo not given)	-1	-1	-6	-3	.	4	-9	1
Cc1cc(C(=O)NCc2ccc(F)cc2)n(-c2ccccc2)n1	-4	.	-16	.	4.5	-1	.	.
CC(=O)Cc1nsc(Nc2ccccc2)n1	.	0	.	0	.	2	-17	7
COc1ccc(CCNC(=O)COc2ccc(N(C)S(=O)(=O)c3ccc(C)cc3)cc2)cc1	.	1	-9	-5	14	-1	4	-19
COc1ccc(NC(=O)CNC(=O)c2ccc([N+](=O)[O-])cc2)cc1	.	-7	-5	-5	0.3	-6	-12	1
